USP2a inh: blocks human ubiquitin-specific protease USP2a; USP2a enzymatic assay, qHTS inhibition; Potency, µM (highest dose often 38.3 µM), inactives show top-dose activity change, negative = inhibition, actives largely listed as inhibitors; actives 0.1% (n = 60,000);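 note: potency is the fitted concentration of half-maximal effect; nearly all actives have a fitted effect of over 60% in size; plate controls were DMSO for no effect and NEM full inhibition control for full effect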
Target sequence (O75604 whole entry, looked up): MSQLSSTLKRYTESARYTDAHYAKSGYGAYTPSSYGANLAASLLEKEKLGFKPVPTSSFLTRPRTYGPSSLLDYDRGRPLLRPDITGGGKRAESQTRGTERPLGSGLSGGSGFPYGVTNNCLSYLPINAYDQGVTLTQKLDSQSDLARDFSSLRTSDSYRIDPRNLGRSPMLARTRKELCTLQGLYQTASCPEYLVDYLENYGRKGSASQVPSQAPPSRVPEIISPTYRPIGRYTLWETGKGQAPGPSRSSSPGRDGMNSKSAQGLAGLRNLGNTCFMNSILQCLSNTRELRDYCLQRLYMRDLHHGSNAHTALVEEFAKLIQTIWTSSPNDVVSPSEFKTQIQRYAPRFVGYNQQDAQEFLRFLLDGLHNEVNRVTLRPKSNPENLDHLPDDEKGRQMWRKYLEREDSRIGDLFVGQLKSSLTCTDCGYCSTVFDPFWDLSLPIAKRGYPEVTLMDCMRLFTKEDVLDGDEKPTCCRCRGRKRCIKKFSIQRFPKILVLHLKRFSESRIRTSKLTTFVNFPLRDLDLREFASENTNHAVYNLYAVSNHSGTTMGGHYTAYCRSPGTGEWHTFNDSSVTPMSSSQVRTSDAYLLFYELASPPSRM
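USP2 core (20 nM final) was preincubated with compound for 30 min at RT in 20 mM Tris-HCl pH 8.0, 2 mM CaCl2, 2 mM beta-mercaptoethanol; Ub-PLA2 (20 nM) plus NBD C6-HPC (20 uM) then added, fluorescence read after 2.5 h.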
BRCT inh red: BRCT-phosphoprotein interaction inhibition (red fluorophore); BRCT-phosphopeptide binding, red fluorescence polarization; Potency, µM (doses to about 76.9 µM), for the others: top-dose activity change, negative = inhibition, actives largely listed as inhibitors; P38398; actives 0.03% (n = 75,000); AID 892; note: % is set by controls: 0 for no effect and ±100 for the full control effect
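Fluorescence polarization: 100 nM His-tagged BRCA1 BRCT with 100 nM TAMRA-labelled phospho-BACH1 decapeptide, phosphate buffer pH 7.3 with 150 mM NaCl, DTT, 0.01% Tween 20; 12 min RT. Binding inhibition seen as FP decrease.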
BRCT PPI green: BRCA1 BRCT-phosphoprotein interaction inhibition. Potency, µM (top dose mostly 76.9 µM), for the others: top-dose activity change, negative = inhibition, most hits filed as inhibitors. AID 875. actives 0.05% (n = 75,000). BRCA1 BRCT-phosphopeptide binding, green fluorescence polarization;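 note: potency is the fitted concentration of half-maximal effect; plate controls were peptide without protein for full effect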
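Fluorescence polarization: His-tagged BRCT (~35 kDa BRCA1 C-terminus, 250 nM) bound to 100 nM fluorescein-labeled phosphorylated 10-aa BACH1 peptide, pH 7.3 phosphate buffer with DTT and Tween 20. Compounds incubated 12 min at room temperature; inhibition read as lowered polarization.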
Caspase-1 inhib: blocks human caspase-1 allosterically or competitively | actives 0.03% (n = 75,000) | P29466 | Caspase-1 enzyme, Ac-WEHD-AFC fluorogenic rate | AID 900 | Potency, µM (top dose mostly 57.5 µM), for the others: top-dose activity change, negative = inhibition, actives largely listed as inhibitors;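 note: potency is the fitted concentration of half-maximal effect; plate controls were vehicle for no effect and no substrate for full effect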
Target sequence (P29466 120-297 limits assumed): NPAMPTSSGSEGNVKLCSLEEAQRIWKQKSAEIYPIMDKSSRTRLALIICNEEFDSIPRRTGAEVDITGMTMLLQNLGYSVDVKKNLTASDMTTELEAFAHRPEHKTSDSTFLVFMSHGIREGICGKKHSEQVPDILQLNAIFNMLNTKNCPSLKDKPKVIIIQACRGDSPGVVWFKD
Target sequence (P29466 317-404 limits assumed): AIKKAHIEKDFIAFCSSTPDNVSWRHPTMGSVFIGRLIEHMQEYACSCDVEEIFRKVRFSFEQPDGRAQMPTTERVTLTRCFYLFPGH
4MU fluor: compound fluoresces in the 4-MU spectral region. compound autofluorescence, 340/450 nm, 4-MU equivalents; active compounds read high. max dye-equivalent concentration, M. actives 11% (n = 59,000); in the data active = max dye-equivalent concentration above about 10 nM; inconclusive = mostly about 1.1 nM to 9.6 nM
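Intrinsic fluorescence at 340/450 nm (ex/em) was read after 15 min at room temperature in pH 8.0, 100 mM Tris. Each compound concentration expressed as 4-MU-equivalent concentration from a six-point 4-MU standard series on each plate.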
Casp7 inh: allosteric or competitive inhibitors of human caspase-7; recombinant caspase-7, Ac-DEVD-AFC fluorescence rate; Potency, µM (top dose mostly 57.5 µM), without a hit: at the top dose activity change, negative = inhibition, most hits filed as inhibitors; actives 0.02% (n = 75,000); AID 889; active = well fitted inhibition curve with a large enough effect in the main read-out, with a control signal flat, not every such curve was filed as active; inconclusive = small, poorly fitted or top-dose-only effect, or a change in a side signal; note: potency is the fitted concentration of half-maximal effect; % of control where 0% means no effect
GFP derepression: epigenetic GFP locus derepression in mouse cells. mouse C127i GFP locus derepression, cytometry, 30 h. Potency, µM (series often up to 46.1 µM), inactives show top-dose GFP derepression (activation). actives 0.09% (n = 68,000). AID 597; note: % of control where 0% means no effect
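Derepression screen: silenced CMV-GFP reporter in murine C127i cells, 30 h compound incubation at 37 C, washed cells imaged by laser-scanning cytometer to enumerate GFP-expressing objects of 20 to 120 um.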
Fluorescein fluor: compound autofluorescence in fluorescein spectral region; Compound autofluorescence, 480/540 nm, fluorescein-equivalent; active compounds read high; AID 593; max fluorescein-equivalent concentration, M; actives 0.91% (n = 59,000); in the data active = max fluorescein-equivalent concentration above about 10 nM; inconclusive = between about 1.1 nM and that limit
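Compounds were pin-transferred into 100 mM Tris buffer, pH 8.0, and incubated 15 min at room temperature. Fluorescence was read at 480 nm excitation/540 nm emission. Signals were normalized to an on-plate six-point fluorescein standard curve as dye-equivalent concentration.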
HEK293 cAMP cs: parental HEK293 cAMP activation (counter-screen) | actives 2.5% (n = 73,000) | parental HEK293 CNG cAMP sensor, membrane potential fluorescence | Potency, µM (doses to about 57.1 µM), without a hit: at the highest dose activation, usual class: activators; note: potency is the fitted concentration of half-maximal effect; % of control where 0% means no effect; nearly all actives have a fitted effect of over 55% in size
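Parental HEK 293 cells stably expressing a modified CNG channel (no TSHR) report cAMP rise as membrane depolarization. Membrane potential dye with 100 uM RO 20-1724 was loaded for 60 min at room temperature, then compound added for 30 min; fluorescence read at 590 nm.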
Ub-GFP proteasome: proteasome inhibitors stabilizing ubiquitin-GFP reporter; Ubiquitin-GFP reporter cells, proteasome inhibition, GFP fluorescence; response scale: untreated = 0%, 10 µM MG-132 = 100%; Potency, µM (top dose mostly 45.9 µM), without a hit: top-dose activation (GFP accumulation), hits mostly activators; 67,000 tested, under 10 active; AID 526; active = well fitted activation curve with a large enough effect, not every such curve was filed as active; inconclusive = small, poorly fitted or top-dose-only effect, or another doubt; inactive = no such curve, though single readings can be large or run the other way; note: potency is the fitted concentration of half-maximal effect
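Proteasome blockade was scored as a rise in GFP-expressing U2OS cells carrying a ubiquitin(G76V)-GFP construct, imaged after 4 hr compound treatment at 37 °C across a 46 uM–2.9 nM series.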
A350 autofl: compounds fluorescent in Alexa 350 spectral region; AID 590; max dye-equivalent concentration, M; Compound autofluorescence, 340/450 nm, Alexa 350 dye-equivalents; active compounds read high; actives 11% (n = 59,000); in the data active = max dye-equivalent concentration above about 10 nM; inconclusive = mostly about 1.1 nM to 9.6 nM
* = called active by the depositor; i = inactive; ? = inconclusive; · = not tested or not shown; [ ] = dose if it differs, or a comment. Unless noted, calls come from the whole dose curve; as a rule, active = well fitted curve in the direction sought with a large enough effect; inconclusive = small, poorly fitted or top-dose-only effect, or another doubt; inactive = no such curve, though single readings can be large; an effect the other way counts as inactive or inconclusive. The list is partial. The share of hits here may be higher or lower than overall.

Each structure is followed by: Ub-GFP proteasome	BRCT PPI green	BRCT inh red	GFP derepression	USP2a inh	Caspase-1 inhib	HEK293 cAMP cs	4MU fluor	Fluorescein fluor	A350 autofl	Casp7 inh
COc1cc(/C=C\C(=O)CC(=O)/C=C\c2ccc(O)c(OC)c2)ccc1O
    11%	·	·	-5%[9.22 µM]	·	·	-36%[inhibitor]	i	?	i	·
COCCNC(=O)C(OC(=O)c1ccco1)c1ccccc1OC (stereo not drawn)
    0%	0.1%	0.1%	0%	-7%	-2%	-1%	i	i	i	-1%
CC(C)CCNC(=O)CN(CC1CCCO1)C(=O)CCC(=O)Nc1ccccn1 (stereo not drawn)
    4%	1.1%	-1.1%	8%	·	-2%	6%	i	i	i	0%
COc1ccc(-c2coc3cc(O[C@@H]4O[C@@H](CO)[C@@H](O)[C@@H](O)[C@H]4O)cc(O)c3c2=O)cc1
    0%	·	·	4%[9.22 µM]	·	·	6%	i	i	i	·
COc1ccc(NC(=O)N2CCC(NC(=O)c3ccco3)CC2)cc1
    -2%	-1.5%	-0.4%	6%	-4%	0%	1%	i	i	i	-1%
Cc1cc2ccccc2c(=O)n1CC(=O)NC1CCCCCC1
    -7%	-1.3%	-0.3%	4%	1%	0%	11%	i	i	i	1%
COc1ccc(OCc2nnc(SCC(N)=O)n2-c2ccccc2OC)cc1
    -5%	-2.1%	-1.1%	-1%	3%	-3%	-7%	i	?	i	1%
CCOC(=O)c1c(C)n(C)c2ccc(OCC(O)CN(CC)CC)cc12 (stereo not drawn)
    -3%	-1.4%	0.4%	3%	·	-1%	14%	·	·	·	0%
O=C(Nc1ccc(N2CCN(C(=O)c3ccco3)CC2)cc1)c1ccc2c(c1)OCO2
    2%	-1.0%	0.2%	0%	15%	0%	-15%	i	i	i	-4%
CN(C)C(CNS(=O)(=O)c1ccc(Br)cc1)c1cccnc1 (stereo not drawn)
    -5%	-4.9%	-0.2%	-1%	4%	-1%	9%	i	i	i	-1%
COC(=O)Nc1nn(Cc2ccccc2F)cc1Br
    4%	2.9%	1.3%	3%	-2%	0%	-3%	i	i	i	0%
Cc1ccc(C)c(OCC(O)CN2CCCCC2C)c1 (stereo not drawn)
    -2%	-0.9%	1.1%	2%	7%	0%	?	i	i	i	0%
CS(=O)(=O)N1CCC2(CCCN(C(=O)Nc3cccc(C#N)c3)C2)CC1
    -4%	-1.0%	-0.7%	0%[9.22 µM]	12%	-2%	-11%	i	i	i	0%
NCCCCCc1nnc(SC/C=C/c2ccccc2)o1
    -1%	0.2%	-0.4%	-2%	-5%	0%	8%	i	i	i	0%
CCCC(O)(CCN1CCOCC1)c1ccc(Br)cc1 (stereo not drawn)
    11%	1.3%	-0.9%	0%	4%	1%	?	i	i	i	-1%
Cc1ccnc(NC(=O)CCC(=O)N(CC(=O)NCC2CCCO2)Cc2ccc(F)cc2)c1 (stereo not drawn)
    -1%	0.1%	-2.9%	-1%	30%[activator]	-2%	2%	i	i	i	0%
COC(=O)c1sccc1NC(=O)c1ccc(OC)cc1
    -3%	-4.4%	-0.9%	0%	-1%	-3%	15%	?	?	?	-1%
CCCC(=O)OCCn1c(Br)nc2c1c(=O)[nH]c(=O)n2C
    -4%	0.4%	0.5%	-1%	0%	0%	-7%	?	?	?	1%
C=C(C)c1cccc(C(C)(C)NC(=O)N2CCN(CC)CC2)c1
    5%	-0.7%	-0.7%	1%	0%	0%	12%	i	i	i	-1%
c1ccc(Nc2cc(Nc3ccccc3)[nH]n2)cc1
    -1%	-3.5%	0.3%	0%	1%	-2%	-37%[inhibitor]	i	?	i	0%
COc1ccc(NC(=O)CSc2nnc(CNC(=O)c3ccco3)o2)c(OC)c1
    5%	-7.1%	0.1%	10%	-12%	2%	0%	i	i	i	0%
O=C(c1ccc2c(c1)OCO2)N1CCN(c2ccccc2)CC1
    -2%	9.5%	-0.1%	3%	-11%	-1%	16µM*	i	?	i	0%
COc1cc2c(cc1OC)C(c1ccc(N)cc1)=NNC(=O)C2
    3%	1.2%	-2.8%	0%	·	-1%	6%	·	·	·	0%
COCCNC(=O)c1ccc(CS(=O)(=O)c2ccc(OC)cc2)o1
    -7%	-4.8%	0.2%	·	·	-3%	0%	·	·	·	-1%
CCOC(=O)c1ccc(NC(=O)NC2CCN(CC(=O)NCc3ccc4c(c3)OCO4)CC2)cc1
    1%	-1.3%	0.3%	-3%	11%	0%	-16%	i	i	i	0%
CCOC(=O)c1ccc(Oc2nc(NC(C)(C)C)nc(N(C)C)n2)cc1
    1%	-1.2%	-0.9%	-3%	-9%	-5%	25µM*	i	i	i	-4%
O=C(Nc1ccc(N2CCN(C(=O)c3ccc(Cl)cc3)CC2)cc1)c1ccc(Br)o1
    3%	-0.8%	0.9%	?	42%[activator]	-4%	-13%	i	?	i	-7%
COC(=O)c1ccc(Cn2cnc3c(cnn3-c3ccc(Cl)cc3)c2=O)o1
    2%	1.1%	1.2%	1%	5%	-2%	?	i	i	i	-5%
Clc1ccccc1OCCn1cnc2ccccc21
    6%	6.3%	-2.5%	-3%	14%	-3%	6%	i	i	i	1%
O=C(CN1C(=O)c2ccccc2C1=O)NCC1CCCO1 (stereo not drawn)
    ·	-0.9%	0.2%	·	·	1%	-8%	·	·	·	0%

Entries of single compounds as entered above. Screens in order: Ub-GFP proteasome | BRCT PPI green | BRCT inh red | GFP derepression | USP2a inh | Caspase-1 inhib | HEK293 cAMP cs | 4MU fluor | Fluorescein fluor | A350 autofl | Casp7 inh
COc1cc2c(cc1OC)C(c1ccc(N)cc1)=NNC(=O)C2 across the screens: 3% | 1.2% | -2.8% | 0% | · | -1% | 6% | · | · | · | 0%
Clc1ccccc1OCCn1cnc2ccccc21 across the screens: 6% | 6.3% | -2.5% | -3% | 14% | -3% | 6% | i | i | i | 1%

(next part)
Each structure is followed by: Ub-GFP proteasome	BRCT PPI green	BRCT inh red	GFP derepression	USP2a inh	Caspase-1 inhib	HEK293 cAMP cs	4MU fluor	Fluorescein fluor	A350 autofl	Casp7 inh
CC(SCCc1ccccn1)C(=O)O (stereo not drawn)
    -4%	-1.5%	-0.6%	0%	-1%	0%	8%	i	i	i	1%
COc1cccc(NC(=O)c2ccco2)c1
    6%	1.8%	-0.4%	-5%	-7%	-2%	-1%	·	·	·	1%
CC(=O)c1cccc(NC(=O)N2CCCC2C(=O)Nc2c(C)cccc2C)c1 (stereo not drawn)
    4%	-2.1%	0.5%	3%	-5%	1%	12%	i	i	i	2%
CC(C)CO/N=C1/C[C@@H](O)[C@@H](O)[C@@H]2[C@@H]3C(=O)N(C4CCCCC4)C(=O)[C@H]3CC[C@@H]12
    ·	0.5%[15.4 µM]	-0.4%[15.4 µM]	·	·	?	-8%[11.4 µM]	·	·	·	-1%[11.5 µM]
Cc1ccc(S(=O)(=O)Cn2nnnc2CN2CCCC3(CCCCC3)C2)cc1
    -2%	-1.7%	1.2%	2%	·	-3%	12%	i	i	i	-1%
COc1ccc(-c2nnc(SCC(=O)c3ccco3)n2-c2ccccc2)cc1
    0%	-1.2%	-1.3%	-2%	-5%	-1%	12%	i	?	?	9%
Cc1ccccc1-c1ccc2ncnc(N(C)Cc3ccco3)c2c1
    5%	19%	-0.1%	-3%[9.22 µM]	149%[activator]	-6%	?	i	i	i	-8%
CCCC(=O)Nc1ccc(Cl)c(NC(=O)CC)c1
    -8%	-1.3%	-0.1%	0%	-7%	1%	4%	i	?	i	8%
Cc1cc(C)c2cc(CN(Cc3nnnn3C3CCCCC3)CC3CCCO3)c(=O)[nH]c2c1 (stereo not drawn)
    -1%	-0.1%	1.7%	1%	·	-4%	?	i	i	i	-2%
Cc1ccc(S(=O)(=O)N2CCOCC(=O)NCCOCCNC(=O)COCC2)cc1
    -2%	-1.7%	-2.2%	-2%	14%	-1%	6%	i	i	i	-1%
Cc1ccc(-c2nnc3sc(-c4ccncc4)nn23)cc1
    -3%	-2.4%	-1.9%	0%	8%	-4%	-3%	?	i	?	-8%
C/C(CC1(O)/C(=N/O)CCc2nonc21)=N\O (stereo not drawn)
    -6%	-0.6%	-0.2%	2%	-3%	-4%	7%	·	·	·	0%
O=C(CSc1nc2cc(Cl)ccc2s1)c1ccco1
    -9%	2.3%	0.6%	0%	12%	-2%	?	i	i	i	-10%
CC(C)(C)c1nnc2sc(SC/C(O)=C(\C#N)c3nc4ccccc4[nH]3)nn2c1=O
    -4%	1.0%	-0.5%	0%	21%	-1%	7%	i	i	i	-14%
CCN(CC)c1ccc(/C=N/n2nnnc2N)c(O)c1
    1%	6.3%	-1.3%	4%	-12%	?	0%	·	·	·	?
Cc1cc(/N=C/C=C2\N(C)c3ccccc3C2(C)C)n(CCC#N)n1
    -3%	-0.8%	0.4%	2%	-1%	-11%	-6%	i	i	?	-9%

From PubChem
